GAA glycogen = inhibitors or activators of human alpha-glucosidase glycogen cleavage. recombinant GAA, glycogen substrate, Amplex Red glucose oxidase fluorescence. 300,000 compounds, 0.38% hits. Potency, µM (doses to about 76.4 µM), inactives show top-dose activity change, negative = inhibition, actives largely listed as inhibitors. P10253; active = well fitted inhibition curve with a large enough effect; inconclusive = small, poorly fitted or top-dose-only effect, or another doubt; inactive = no such curve, though single readings can be large or run the other way;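 note: 0% = full enzyme reaction and -100% = no-enzyme basal signal; the screen sought inhibitors and activators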
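Recombinant human enzyme (4 nM); glycogen substrate; 37 C, 40 min, pH 5.0. Readout: coupled glucose oxidase/Amplex Red fluorescence.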
Active calls of the source: *; ? = inconclusive; & = joins results of further samples; [ ] = remark or other dose. Potency is the fitted concentration of half-maximal effect. These rows are one share of the data. The share of hits here may be higher or lower than overall.

SMILES | GAA glycogen
Cc1ccc(SCC(=O)O/N=C(\N)c2ccncc2)cc1 | 4%[76.3 µM]
Cn1c(=O)n(C)c2cc(NC(=O)COc3ccc(F)cc3F)ccc21 | 1%[76.3 µM]
COc1ccccc1C(=O)N/C(=C\c1cn(S(=O)(=O)N(C)C)c2ccccc12)C(=O)N1CCCC1 | -1%[76.3 µM]
COc1ccc(-c2cc(C(=O)N3CCCCCC3)no2)cc1OC | 9%
COc1ccc(OC)c(CCNC(=O)c2nn(C)c3c2CS(=O)(=O)c2ccccc2-3)c1 | 1%[76.3 µM]
CC(=O)C1=NOC2C(=O)N(c3ccc(Cl)cc3)C(=O)C12 (configuration not stated) | -2%
O=C(CN1C(=O)NC2(CCCC2)C1=O)Nc1ccc(F)c([N+](=O)[O-])c1 | -5%
O=C(c1cc(COc2c(F)cccc2F)on1)N1CCCCCC1 | -1%[76.3 µM]
COCC(=O)N1CCC(Oc2ccc(C(=O)N3CCCCCC3)cc2)CC1 | 5%[76.3 µM]
O=C(O)CSc1cn(Cc2ccccc2)c2ccccc12 | 2%
O=C(CCc1cn(Cc2ccc(F)cc2)c2ccccc12)NC1CCCCC1 | -14%[76.3 µM]
CCCCC(=O)Nc1c2c(nn1-c1ccc([N+](=O)[O-])cc1)CS(=O)(=O)C2 | 5%
O=C(NNC(=O)c1ccc(F)cc1F)c1ccc(-n2cnnn2)cc1 | 0%[76.3 µM]
C/C(CC(=O)Nc1ccc2c(c1)OCCO2)=N\NC(=O)c1ccccc1Cl | -11%
O=C(COCc1cc(-c2ccco2)on1)Nc1ccc(OC(F)(F)F)cc1 | -10%[76.3 µM]
Cc1nn(C(C)C(=O)NCCN2CCCC2)c(=O)c2c1sc1ccccc12 (configuration not stated) | -3%[76.3 µM]
COc1ccc(C23CC4CC(CC(C(=O)O)(C4)C2)C3)c(F)c1 | 3%
COc1ccc(C(=O)C2CCCN(S(=O)(=O)c3cccc(C)c3)C2)c(C)c1 (configuration not stated) | -12%[76.3 µM]
C/C(=N\NC(=O)c1nnn(-c2nonc2N)c1-c1cccs1)c1cccnc1 | 2%[76.3 µM]
CC(C)[C@H](NC(=O)c1ccco1)C(=O)N(C)Cc1ccc(C(F)(F)F)cc1 | 6%
O=C(c1ccc(CS(=O)c2ccccc2Cl)o1)N1CCOCC1 (configuration not stated) | -3%[76.3 µM]
CCn1c(SCC(=O)Nc2ccc3c(c2)OCCO3)nnc1-c1ccncc1 | 7%
O=C1NC2=C(C(=O)CCC2)C(c2cccc([N+](=O)[O-])c2)N1 (configuration not stated) | 11%[76.3 µM]
Cc1occc(=O)c1OCc1ccc(F)cc1 | 5%
FC(F)(F)c1ccc(/C=N/n2c(C3CCCCC3)n[nH]c2=S)cc1 | -17%
Cc1ccc(S(=O)(=O)NC(Cc2ccc(Cl)cc2)C(=O)O)cc1 (configuration not stated) | 3%
CC(=O)Nc1c2c(nn1-c1cccc(C)c1)CSC2 | 0%[76.3 µM]
O=C(Nc1cccc(Cl)c1)c1cc(S(=O)(=O)N2CCOCC2)cs1 | -2%[76.3 µM]
CCN(C(=O)Cc1c(C(=O)O)n(C)c2ccccc12)c1cc(OC)ccc1OC | 5%
CCCn1c2ccccc2c2cnn(CC(=O)NCCCN3CCN(c4ccccc4)CC3)c(=O)c21 | -3%[76.3 µM]
COC(=O)c1ccc(NC(=O)CSc2cn(CC(=O)N3CCCCC3)c3ccccc23)cc1 | 15%[76.3 µM]
CCCNC(=O)CSc1cn(CC(=O)N2CCCCCC2)c2ccccc12 | 19%[76.3 µM]
CCOc1cc(/C=N/n2c(C)nc3ccccc3c2=O)ccc1O | -1%[76.3 µM]
COc1ccc(C2=NS(=O)(=O)N(C)C(C(=O)NCc3ccccc3)=C2)cc1OC | 10%&-18%[76.3 µM]
COc1cccc(C(=O)OCC(=O)NCCNC(=O)COC(=O)c2cccc(OC)c2OC)c1OC | 2%[76.3 µM]
Cc1ccc(NC(=O)CCN2CCC(C(N)=O)CC2)cc1 | 10%[76.3 µM]
O=S(=O)(c1ccc2nc(N3CCN(c4ccc(F)cc4)CC3)ccc2c1)N1CCCCC1 | 1%[76.3 µM]
CCc1ccc(S(=O)(=O)NCc2cccs2)cc1 | -14%[76.3 µM]
CC(C)C(CCNC1CCN(C)CC1)c1ccc(Cl)cc1 (configuration not stated) | 2%
Brc1ccccc1/C=N/N1CCCCC1 | -1%
Cc1c(CN2CCN(CC(C)(C)C)C(CCO)C2)[nH]c2ccccc12 (configuration not stated) | -1%[76.3 µM]
O=C(c1ccc(C(F)(F)F)cc1)C1CCCN(C(=O)Cn2cncn2)C1 (configuration not stated) | 7%[76.3 µM]
CCCc1nnc(NC(=O)C2CCN(C(=O)c3ccco3)CC2)s1 | -21%[76.3 µM]
Cc1ccc(CCNC(=O)c2ccc(CS(=O)(=O)c3ccccc3C)o2)cc1 | -11%[76.3 µM]
CCOc1ccccc1C(=O)NCC(=O)N(C)Cc1ccccc1C | 8%

4 compounds out of the list above, ordered by the value under GAA glycogen, largest number first.
SMILES | GAA glycogen
CCOc1ccccc1C(=O)NCC(=O)N(C)Cc1ccccc1C | 8%
CCN(C(=O)Cc1c(C(=O)O)n(C)c2ccccc12)c1cc(OC)ccc1OC | 5%
CC(C)C(CCNC1CCN(C)CC1)c1ccc(Cl)cc1 (configuration not stated) | 2%
FC(F)(F)c1ccc(/C=N/n2c(C3CCCCC3)n[nH]c2=S)cc1 | -17%

New compounds follow
SMILES | GAA glycogen
COc1ccc(CN2CCNC(=O)C2CC(=O)N(C)Cc2nccs2)cc1OC (configuration not stated) | -3%[76.3 µM]
COc1ccccc1NC(=O)CSc1nnc(CC(=O)Nc2ccccc2C)n1C | 9%[76.3 µM]
CN(C)C(CNC(=O)c1ccc2ccccc2n1)c1ccccc1 (configuration not stated) | ?
O=C(Nc1ccc(S(=O)(=O)NCc2ccco2)cc1)c1ccc(F)cc1 | -2%[76.3 µM]
CCCCC(=O)Nc1ccccc1N1CCN(c2ccc(F)cc2)CC1 | -1%[76.3 µM]
Cc1[nH]c2ccccc2c1C(=O)C(=O)N1CC(C)OC(C)C1 (configuration not stated) | -5%[76.3 µM]
O=C(O)c1cc(Br)ccc1NS(=O)(=O)c1cccc2nsnc12 | 19%[76.3 µM]
COc1ccc(NC(=S)N2CCC(NC(=O)c3ccccc3C)CC2)cc1 | 3%
CC(C)(C)N(Cc1ccccc1)C(=O)COc1cccnc1[N+](=O)[O-] | -1%
COc1cc(CCC(=O)N2CCN(c3ccc([N+](=O)[O-])cc3)CC2)cc(OC)c1OC | 6%
Cn1c(=O)c2c(ncn2CCOc2ccc(Br)cc2)n(C)c1=O | 2%
O=C(c1ccnc(Cl)c1)N1CCCC(N2CCN(c3ccccc3F)CC2)C1 (configuration not stated) | 7%[76.3 µM]
CC1=CCC2C(=O)N(c3ccc(C(=O)Nc4ccccc4Cl)cc3)C(=O)C2C1 (configuration not stated) | 0%
O=C(Nc1ccc(Cl)cc1)c1cncs1 | 4%
O=S(=O)(NCc1ccc(Cl)cc1)c1ccc2[nH]c3c(c2c1)CCCC3 | -14%[76.3 µM]
C=CCn1c(=O)c(C(=O)NC(C)c2ccccc2)c(O)c2ccccc21 (configuration not stated) | -1%[76.3 µM]
Cc1cc(NC(=O)COc2ccccc2C)ccc1NC(=O)c1ccco1 | -4%[76.3 µM]
COCCNC(=O)Cn1nc(-c2ccccc2F)ccc1=O | 17%[76.3 µM]
COc1cccc(/C=C/C(=O)c2ccc3c(c2)OCCO3)c1OC | -5%[76.3 µM]
CCCn1c(CCNc2nc(-c3ccc(Cl)c([N+](=O)[O-])c3)cs2)nc2cc(Cl)c(Cl)cc21 | 12%[76.3 µM]
O=C(Nc1ccc(F)cc1Cl)C1CCN(C(=O)Nc2ccccc2)CC1 | 3%[76.3 µM]
Cc1cc(NC(=O)CCC(=O)N(c2ccccc2F)C(C(=O)NC2CCCC2)c2ccccc2)no1 (configuration not stated) | 0%
COc1cc(CNCc2ccccc2Cl)ccc1OCC(=O)NC1CCCCC1 | 0%[76.3 µM]
CC(NC(=O)c1cccs1)C1CCCO1 (configuration not stated) | -8%[76.3 µM]
Cc1ccc(NC(=O)N2CCCC2C(=O)NCC2CCCCC2)cc1 (configuration not stated) | -1%
CN(C(=O)CSc1nc(N)cc(N)n1)C1CCS(=O)(=O)C1 (configuration not stated) | 0%[76.3 µM]
Cc1nnc(SCc2ccccc2Cl)c2cc3sccc3n12 | 0%[76.3 µM]
O=C1CNC(=O)N1 | 7%[76.3 µM]
COc1ccc(C2CC(=O)NC(=O)C2)cc1 | 3%
Cn1c(SCC(=O)Nc2ccccc2F)nnc1C1CCCCC1 | 0%[76.3 µM]
COc1ccccc1CNC(=O)[C@H](CCSC)NC(=O)[C@@H]1Cc2ccccc2CN1 | 5%[76.3 µM]
COCc1cc(CN2CCCC(C(=O)Nc3ccc(-c4ccco4)cc3)C2)ccc1OC (configuration not stated) | -2%[76.3 µM]
CN(C)S(=O)(=O)c1ccc2c(c1)C(=NNC(N)=O)c1cc(S(=O)(=O)N(C)C)ccc1-2 | -8%
Cc1ccc(NC(=O)COc2ccc(/C=C3/NC(=O)NC3=O)cc2)cc1 | -1%[76.3 µM]
CC(=O)Oc1ccccc1C(=O)OCCN=C1NS(=O)(=O)c2ccccc21 | 3%
Cc1cc(F)ccc1NC(=O)c1cc(S(=O)(=O)N2CCc3ccccc32)cn1C | 0%[76.3 µM]
CC(C)c1nnc(NC(=O)c2cc3ccccc3o2)s1 | 0%
O=C(Cn1c(=O)[nH]c2ccccc2c1=O)N1CCN(Cc2ccc3c(c2)OCO3)CC1 | -6%[76.3 µM]
Cc1ccc(OCCSc2nc3ccc(NC(=O)c4ccc5c(c4)OCO5)cc3s2)cc1 | 16%[76.3 µM]
CCOc1ccc(C2Nc3ccccc3NC3=C2C(=O)CC(C)(C)C3)cc1OC (configuration not stated) | -10%[76.3 µM]
O=C(COc1ccccc1)Nc1ccc2nc(SCC(=O)N3CCCC3)sc2c1 | 0%[76.3 µM]
O=C(CN(C(=O)c1csnn1)c1ccccc1C(F)(F)F)NCc1ccccc1 | -2%
Cc1ccc(Cl)cc1N1CCN(C(=O)Cn2ncn3cccc3c2=O)CC1 | 27%[76.3 µM]
Cc1cc(NC(=O)c2ccc([N+](=O)[O-])cc2Cl)no1 | 5%
Cc1ccc(C(CC(=O)N2CCCC2)c2ccccc2)c(O)c1 (configuration not stated) | 0%
Cc1cccc(NC(=O)CSc2nc3ccc(NC(=O)CCc4ccccc4)cc3s2)c1 | 9%[76.3 µM]
O=C(NCc1ccccc1F)C1CCN(c2nn3cc(-c4ccc(F)cc4)nc3s2)CC1 | -5%[76.3 µM]
Cc1cccc(CNC(=O)Cn2c(-c3cccs3)cc3ccccc32)c1 | -9%[76.3 µM]
COc1ccc(NC(=O)Cn2c(SCc3ccc(C)cc3)nc3cccnc32)c(OC)c1 | -21%[76.3 µM]
CCNC(=O)CSc1nc2cc(S(=O)(=O)Nc3ccc(OC)cc3)ccc2o1 | 0%[76.3 µM]
CCc1cc(C(=O)N2CCCC(Nc3ccc(F)c(F)c3)C2)n(C)n1 (configuration not stated) | -8%[76.3 µM]
COC(=O)N/N=C\c1ccc(OC/C=C/c2ccccc2)c(OC)c1 | 2%[76.3 µM]
COc1ccc(CCc2nnc(N)s2)cc1OC | -23%[76.3 µM]

Looked up by structure from above (5):
SMILES | GAA glycogen
CCc1cc(C(=O)N2CCCC(Nc3ccc(F)c(F)c3)C2)n(C)n1 (configuration not stated) | -8%[76.3 µM]
Cc1cccc(CNC(=O)Cn2c(-c3cccs3)cc3ccccc32)c1 | -9%[76.3 µM]
Cc1cccc(NC(=O)CSc2nc3ccc(NC(=O)CCc4ccccc4)cc3s2)c1 | 9%[76.3 µM]
COc1ccc(CCc2nnc(N)s2)cc1OC | -23%[76.3 µM]
O=C(NCc1ccccc1F)C1CCN(c2nn3cc(-c4ccc(F)cc4)nc3s2)CC1 | -5%[76.3 µM]

Look-ups from the list:
Result for O=C(NCc1ccccc1F)C1CCN(c2nn3cc(-c4ccc(F)cc4)nc3s2)CC1 under GAA glycogen: -5%[76.3 µM]
Result for Cc1cccc(NC(=O)CSc2nc3ccc(NC(=O)CCc4ccccc4)cc3s2)c1 under GAA glycogen: 9%[76.3 µM]
Result for CCNC(=O)CSc1nc2cc(S(=O)(=O)Nc3ccc(OC)cc3)ccc2o1 under GAA glycogen: 0%[76.3 µM]
